# Screening results as filed in PubChem.
# Insulin prom inh = inhibitors of insulin promoter-driven GFP, primary screen, imaging, TRM-6 cells (human fetal islet line), eGFP reporter, cell count; inhibition, % at 2 µM; 0.9% of 130,000 active; reporter expression induced with tamoxifen;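 active = inhibition above the mean plus 3 SD, with well images judged a real hit on visual review, cut at about 60% in these data, passing the limit was not always enough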
# SDO1 yeast rescue = growth rescue of sdo1-depleted yeast, primary screen, S. cerevisiae, bone marrow failure model; z-score at 10 µM; AID 817, 2007; 0.21% of 140,000 active; S. cerevisiae sdo1-depleted JHY4D growth rescue, OD600 30 h; active compounds read high; pdr5 snq2 efflux-pump mutant strain;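 active = z-score above 3 at both the 24 hr and the 30 hr optical density reads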;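 also: z-score against mean and SD of all compound wells on the same plate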
# SDO1 yeast rescue Rescue 24 h = also measured in SDO1 yeast rescue; calls as there; z-score; S. cerevisiae sdo1-depleted JHY4D growth rescue, OD600; measured here: growth rescue at 24 h;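 0 is the plate mean of compound wells and units are plate SD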
# Numbers without * were called inactive; / = not tested or not shown. The order is random (roughly 0.92% active in at least one column).
SDO1 yeast rescue	Insulin prom inh	SDO1 yeast rescue Rescue 24 h	mol
-0.82	27	-1.1	CCC1(C(=O)c2ccccc2)C2c3cc(Br)ccc3OC(=O)C21C(=O)N1CCOCC1 (configuration not stated)
-0.97	-57	0.13	COC(=O)C1=C(C)N=c2s/c(=C/c3cccs3)c(=O)n2C1c1ccc(F)cc1 (configuration not stated)
0.53	-31	0.25	O=C(NCc1ccco1)C1CCCN(S(=O)(=O)c2ccc(-n3cnnn3)cc2)C1 (configuration not stated)
0.84	-7	1.7	CNC(=O)CN(c1ccc2c(c1)OCCO2)S(C)(=O)=O
0.8	-28	-0.14	Cc1cccc(N2CCN(C(=O)c3ccncc3)CC2)c1C
-0.14	52	-1.3	CC(C)C(=O)NC(=O)[C@@H]1CCCN1C(=O)/C=C/c1ccccc1
0.22	0	-1.3	Cc1cc(=O)[nH]c(Nc2cccc(C(F)(F)F)c2)n1
0.12	/	0.71	Brc1ccc(-c2nn3c(-c4ccccn4)nnc3s2)o1

# Pulled by compound from the entries so far, four records:
SDO1 yeast rescue	Insulin prom inh	SDO1 yeast rescue Rescue 24 h	mol
0.12	/	0.71	Brc1ccc(-c2nn3c(-c4ccccn4)nnc3s2)o1
0.53	-31	0.25	O=C(NCc1ccco1)C1CCCN(S(=O)(=O)c2ccc(-n3cnnn3)cc2)C1 (configuration not stated)
0.84	-7	1.7	CNC(=O)CN(c1ccc2c(c1)OCCO2)S(C)(=O)=O
0.8	-28	-0.14	Cc1cccc(N2CCN(C(=O)c3ccncc3)CC2)c1C

# (continued)
SDO1 yeast rescue	Insulin prom inh	SDO1 yeast rescue Rescue 24 h	mol
1.2	/	0.8	COC(=O)C1=C(C)Nc2ncnn2C1c1ccc(C)o1 (configuration not stated)
0.28	-4	0.45	Cc1ccccc1Cn1nc(C)c(NC(=O)C2c3ccccc3Oc3ccccc32)c1C
2.2	6	2.2	Cc1ccnc(NS(=O)(=O)c2ccc(NS(=O)(=O)c3cccs3)cc2)n1
/	22	/	O=C(CN1CCCCC1)NC(=O)NC1CCCC1
/	-18	/	Cc1ccc(N/C(N)=N/c2nc(C(F)(F)F)cc(C(F)(F)F)n2)cc1
/	27	/	O=C(Nc1nc(-c2cccs2)cs1)c1ccco1
-0.56	24	-0.11	COC(=O)Cc1c(C)c2cc(Cl)c(OC(=O)c3ccco3)cc2oc1=O
0.35	/	0.51	CC(=O)c1ccc(NC(=O)CCC(=O)OCC(F)(F)C(F)F)cc1
-0.57	11	-0.57	O=C(CSc1nnc(-c2ccccc2)c(-c2ccccc2)n1)N1CCc2ccccc21
-0.46	10	0.26	CC(CCc1ccccc1)NC(=O)c1ccc(NC(=O)c2cccc(Br)c2)cc1 (configuration not stated)
/	-36	/	O=C1CNC(=O)/C(=C/c2ccco2)N1
-0.29	17	-0.63	C=CCNC(=O)c1cccc(Br)c1
/	0	/	CC1CC(C)CN(CC(=O)c2cccs2)C1 (configuration not stated)
0.39	/	-0.79	Cc1cc(NO)nc(-c2ccc(Br)cc2)n1
0.9	/	0.88	C=C(C)CNC(=S)Nc1sc2c(c1C(=O)OCC)CC(C)(C)OC2
0.43	38	0.35	S=C(NCc1cccnc1)Nc1ccc(Cl)cc1

# Rewritten with tabs: part of the list above.
molecule	SDO1 yeast rescue	Insulin prom inh	SDO1 yeast rescue Rescue 24 h
O=C(CSc1nnc(-c2ccccc2)c(-c2ccccc2)n1)N1CCc2ccccc21	-0.57	11	-0.57
CC1CC(C)CN(CC(=O)c2cccs2)C1 (configuration not stated)	/	0	/

# Given comma-delimited: part of the list above
SMILES,SDO1 yeast rescue,Insulin prom inh,SDO1 yeast rescue Rescue 24 h
C=C(C)CNC(=S)Nc1sc2c(c1C(=O)OCC)CC(C)(C)OC2,0.9,/,0.88
S=C(NCc1cccnc1)Nc1ccc(Cl)cc1,0.43,38,0.35

# (list continues)
SDO1 yeast rescue	Insulin prom inh	SDO1 yeast rescue Rescue 24 h	mol
1.7	0	4	CC(C)(Oc1ccc(Cl)cc1)C(=O)NCCCn1ccnc1
0.52	7	0.99	O=C(c1ccccc1Sc1ccc([N+](=O)[O-])cc1)N1CCCCC1
/	25	/	Cc1ccc(-c2c[nH]c(=S)n2-c2ccccc2F)cc1
0.8	12	0.7	Cc1cc(S(=O)(=O)NCCN(C)C)c(C)s1
0.71	-11	1.1	OCCn1c(CSc2nnc(-c3ccco3)n2-c2ccccc2)nc2ccc(Cl)cc21
1.2	/	0.93	COc1ccc(Nc2nc(Cl)nc(NCCO)n2)cc1
/	-18	/	CC(C)=CC(=O)Nc1ccc(S(=O)(=O)Nc2ccccn2)cc1
0.89	30	0.22	Cc1ccc(C(=O)N/C(=C\c2cccs2)C(=O)NCc2ccncc2)cc1
-0.03	19	-0.3	Cc1cc(C)c(C)c(S(=O)(=O)Nc2ccc(O)cc2)c1C
-1.8	9	-1.4	S=C(NCCc1ccccn1)Nc1ccc(Cl)c(Cl)c1
-0.3	35	0.5	COc1ccc(Cc2nnc(NC(=O)c3cccc([N+](=O)[O-])c3)s2)cc1
-0.35	/	0.38	CCOC(=O)c1c(OCC)[nH]c2c1cc(O)c1ccccc12
1.4	-56	0.9	O=c1ccc(Cl)cn1Cc1ccccc1F
-1.1	/	-0.72	CCOC(=O)c1c(NC(=O)c2cc(CC(C)C)on2)sc(C(C)=O)c1C
0.68	36	0.65	COc1cccc(NC(=O)CSc2nnc(C)s2)c1
1.1	/	0.85	COc1ccc(NC(=S)N2CCNC(=O)C2CC(=O)Nc2ccc(C)cc2)cc1 (configuration not stated)
0.22	-18	-0.63	CCn1c(CNC(=O)COc2ccc(C(C)C)cc2)nnc1SCC(=O)Nc1ccccc1F
-0.12	/	0.13	CCCSc1nnc2n(C)c(=O)c3c4c(sc3n12)CCC4
/	7	/	Cc1ccc(-n2ncc(C(=O)Nc3cc(Cl)ccc3C)c2C2CCNCC2)cc1C
/	-200	/	COc1ccc2c(c1)C(C)=CC(C)(C)N2S(=O)(=O)c1ccc(C)cc1
-0.25	-207	-0.03	CC(C)(C)N1C(=O)c2ccc(C(=O)NCc3ccco3)cc2C1=O
/	-55	/	CCOC(=O)NC(=O)CSc1cc(C)c2cc(C)cc(C)c2n1
-0.58	-80	0.97	COCCCNc1nc2c(-c3ccc(Cl)cc3)nnn2c2ccccc12
-1.7	27	-0.68	COc1ccc([N+](=O)[O-])cc1NC(=O)CSCc1cc(C)cc(C)c1
/	-7	/	Cc1cccc(Cn2ccc(NC(=O)c3ccc4c(c3)OCO4)n2)c1
1.1	-7	1	CCN(CC)C(=O)C1CCCN(Cc2ccc3c(c2)OCO3)C1 (configuration not stated)
0.94	57	0.95	Cc1cc(NC(=O)Cc2cn3ccsc3n2)n(-c2ccccc2)n1
-0.58	-7	-0.89	COc1ccc(C2c3c(ccc4ccccc34)Oc3ncn4nc(CO/N=C/c5ccccc5)nc4c32)cc1 (configuration not stated)
/	24	/	CCc1cccc(CC)c1-n1c(-c2cccnc2)n[nH]c1=S
-0.82	-14	-1	COc1ccc(C(=O)C(OC(=O)c2ccc(C)c(NC(C)=O)c2)c2ccccc2)cc1 (configuration not stated)
1.7	11	1.2	COC(=O)/C(=C/c1ccco1)NC(=O)c1ccco1
0.02	/	0.07	S=c1[nH]cc(Cc2ccccc2)s1
0.01	-97	-0.47	COc1ccc(C(O)CNc2ccc(C)cc2)cc1 (configuration not stated)
-1.1	11	-0.82	CCOC(=O)c1cc(-c2ccc(/C=C3/C(=O)NC(=O)C(C#N)=C3C)o2)ccc1Cl
/	33	/	CC(O)CNc1nc2ccccc2n1CC(=O)N1CCN(Cc2ccccc2)CC1 (configuration not stated)
-0.95	-20	-0.28	Cc1ccc(S(=O)(=O)N2CCCN(S(=O)(=O)c3ccc(C)cc3)CC2)cc1
-1.1	-17	-0.6	Nc1nnnn1/N=C/c1ccc(N2CCCCC2)c([N+](=O)[O-])c1
0.42	23	0.27	CCOC(=O)N1CCN(S(=O)(=O)c2c(C)[nH]c(=O)[nH]c2=O)CC1
-0.91	27	-1.4	CN(C)c1ccc(P(=O)(Nc2ccccc2)N2CCOCC2)c(NC(=O)c2cccs2)c1 (configuration not stated)
-0.76	8	-0.9	CCOC(=O)N1CCC(Nc2c(-c3ccc(C)cc3)c(=O)c2=O)CC1
-1.1	45	-0.27	O=C(Nc1ccc([N+](=O)[O-])cc1)Nc1ccc(OC(F)F)c(Cl)c1
-0.45	53	-0.73	Cc1cccc(OCC(=O)Nc2ccc3c(C)cc(=O)oc3c2)c1
-0.73	33	-0.84	Cc1ccc(-c2ccc(/C=N/n3cnnc3)o2)cc1Cl
-0.68	/	0.23	COc1cc(C2C(C#N)=C(C)NC3=C2C(=O)c2ccccc23)cc(OC)c1OC (configuration not stated)
2.1	/	2.9	COc1ccccc1N(CN1CCCC1=O)C(=O)c1c(F)cccc1F
1.4	/	0.53	CC(Sc1nncs1)C(=O)Nc1ccc(Cl)cn1 (configuration not stated)
-0.29	/	-1	CC(=O)N(C)c1ccc(NC(=O)c2ccc([N+](=O)[O-])cc2Cl)cc1
-1.6	-21	-1.4	CCCCC(CC)CNC(=O)c1ccc2c(c1)OCO2 (configuration not stated)
/	-10	/	O=C(N/N=C/c1ccc(N2CCOCC2)cc1)c1cccs1
-0.24	-24	-0.3	CS(=O)(=O)N(CC(=O)NCCSc1ccc(Cl)cc1)c1ccc2c(c1)OCO2
-1.1	12	0.01	COc1ccc(NC(=O)c2ccc(CNS(=O)(=O)c3cccc(OC)c3)cc2)cc1
0.16	23	0.53	COc1ccc(OC)c(N2C(=O)CC(Cc3ccc(Cl)cc3)C2=O)c1 (configuration not stated)
-0.83	-27	0.15	COc1ccc(CNC(=O)CN(Cc2ccccc2)S(=O)(=O)c2ccc(Cl)cc2)cc1
1.9	-30	1.2	COc1ccc(C(=O)c2c[nH]c(C(=O)NCC3CCCO3)c2)cc1 (configuration not stated)
-0.05	-19	0.25	CCOC(CNC(=O)c1ccc2nc(N3CCC(C)CC3)sc2c1)OCC
1.7	34	2.8	COc1ccc(OC)c(NC(=O)CCN2CCC(C)CC2)c1

# (more compounds)
SDO1 yeast rescue	Insulin prom inh	SDO1 yeast rescue Rescue 24 h	mol
/	36	/	COC(=O)c1sc(S(=O)(=O)NCCCN(C)C)c(C(=O)OC)c1C
/	27	/	COc1ccc(CN2C(=O)C(=O)N(CC(N)=O)C2=O)cc1
-0.66	26	-0.87	CC(C)CCN=Cc1c(O)n(-c2ccccc2)c(=O)c2ccccc12
-0.14	/	0.21	COc1ccc(Br)cc1CN(C)CC(=O)Nc1ccccc1Cl
-0.23	-75	0.21	c1ccc2c(c1)Cc1cc(CN3CCOCC3)ccc1-2
/	9	/	CC(C(=O)c1c[nH]c(C(N)=O)c1)c1ncc(C(F)(F)F)cc1Cl (configuration not stated)
0.43	14	0.15	CSCCC1C(C#N)=C(N)Oc2n[nH]c(-c3cccs3)c21 (configuration not stated)
/	7	/	CNC(=O)/C(C#N)=C\c1ccc(CNS(=O)(=O)c2ccc(Cl)cc2)o1

# Nothing new here: an excerpt of the list.
SDO1 yeast rescue	Insulin prom inh	SDO1 yeast rescue Rescue 24 h	mol
/	27	/	COc1ccc(CN2C(=O)C(=O)N(CC(N)=O)C2=O)cc1
-0.66	26	-0.87	CC(C)CCN=Cc1c(O)n(-c2ccccc2)c(=O)c2ccccc12
-0.14	/	0.21	COc1ccc(Br)cc1CN(C)CC(=O)Nc1ccccc1Cl
-0.23	-75	0.21	c1ccc2c(c1)Cc1cc(CN3CCOCC3)ccc1-2
/	9	/	CC(C(=O)c1c[nH]c(C(N)=O)c1)c1ncc(C(F)(F)F)cc1Cl (configuration not stated)
0.43	14	0.15	CSCCC1C(C#N)=C(N)Oc2n[nH]c(-c3cccs3)c21 (configuration not stated)
/	7	/	CNC(=O)/C(C#N)=C\c1ccc(CNS(=O)(=O)c2ccc(Cl)cc2)o1

# The list goes on.
SDO1 yeast rescue	Insulin prom inh	SDO1 yeast rescue Rescue 24 h	mol
0.37	/	0.23	COc1cccc(N2CC(C(=O)Nc3nnc(SCC(=O)c4ccccc4)s3)CC2=O)c1 (configuration not stated)
1.7	62	1.3	CC(c1nnc(SCC(=O)N2CC(=O)Nc3ccccc32)n1Cc1ccccc1)N(C)C (configuration not stated)
-0.08	6	-0.86	CC(=O)C(C(C)=O)C(NC(=O)c1cccnc1)(C(F)(F)F)C(F)(F)F
-0.35	-3	-0.25	Cc1ccc(CSCC(=O)N/N=C/c2cccc(OC3CSC3)c2)cc1
-0.64	20	1.7	Cc1ccc(C(=O)COC(=O)c2cc(Cl)nc3ccccc23)cc1
0.83	/	0.68	Cc1nn(C)c(C)c1S(=O)(=O)N(CC(=O)NCCN1CCOCC1)c1ccc(C(C)C)cc1
0.08	/	-0.04	O=C(Cc1ccccc1)Nc1ccc(NC(=O)C2CC2)nc1
0.73	-32	0.1	O=c1cc(C(F)(F)C(F)F)oc2ccccc12
-0.23	27	-0.78	C=CCNC(=O)C(C(=O)OCC)C1CCCCC1 (configuration not stated)
-0.13	29	-0.54	COC(=O)NCC(c1cccnc1)N1CCN(c2ccccc2F)CC1 (configuration not stated)
/	7	/	COc1ccc(C(=O)Nc2ccc(N3CCOCC3)cc2)cc1S(=O)(=O)NC1CCCC1
0.42	38	-0.32	C=CCN1C(=O)/C(=C2/C(=O)N(CC(=O)O)c3ccccc32)S/C1=N/c1nccs1
1.1	21	0.86	O=C(CSc1nnc(CNC(=O)c2c(F)cccc2Cl)o1)NCc1ccc2c(c1)OCO2
-0.92	-29	-0.83	O=C(CSCc1cnn(-c2ccccc2)c1-n1cccc1)NCC1CCCO1 (configuration not stated)
-0.38	47	-0.68	Cc1ccc(CC(=O)Nc2nncs2)cc1
1.8	/	1.4	C/C(=N\Nc1nc2ccccc2[nH]1)c1ccc(C)o1
